Bioassay records: PubChem, National Center for Advancing Translational Sciences (NCATS)
AmpC inh detg: qHTS Inhibitors of AmpC Beta-Lactamase (assay with detergent); P00811; AmpC hydrolysis of nitrocefin, absorbance 480 nm, 0.01% Triton; Potency, µM (series often up to 114 µM), without a hit: at the highest dose activity change, negative = inhibition, usual class: inhibitors; 0.041% of 370,000 active; AID 485294, 2010;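 further: potency means the concentration at half of the fitted maximal effect; 0% = no-compound wells and -100% = no-enzyme wells; nearly all actives have a fitted effect of over 25% in size; some results filed as inactive show a strong effect at the top dose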
Target sequence (P00811 whole entry, looked up): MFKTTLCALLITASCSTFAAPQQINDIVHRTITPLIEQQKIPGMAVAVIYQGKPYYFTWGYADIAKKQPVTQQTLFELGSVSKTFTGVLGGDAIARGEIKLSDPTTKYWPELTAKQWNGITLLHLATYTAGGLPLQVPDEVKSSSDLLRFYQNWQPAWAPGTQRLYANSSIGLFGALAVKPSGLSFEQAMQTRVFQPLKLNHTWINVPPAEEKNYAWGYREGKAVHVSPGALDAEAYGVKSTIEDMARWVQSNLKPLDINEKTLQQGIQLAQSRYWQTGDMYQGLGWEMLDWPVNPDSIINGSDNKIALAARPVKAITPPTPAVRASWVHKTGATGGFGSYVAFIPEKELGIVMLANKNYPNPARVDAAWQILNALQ
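20 mM phosphate pH 7.0 + 0.01% (detergent screen) or 0.0001% Triton X-100; 5.3 nM AmpC reagent; cpd preinc 15 min RT; nitrocefin (800 uM stock) to start; A480 q20 s × 4 min; Activity was normalised to no-enzyme and no-compound control wells.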
HCMV antiviral: qHTS Assay for inhibitors of the human cytomegalovirus (HCMV); activity change, negative = inhibition, % at 57.5 µM; HFF cells, HCMV-luciferase reporter, 72 h; hits give low values; AID 1259415, 2018; 4.5% of 410,000 active; in the data active means activity change below about -60%; inconclusive means no clear call, values can overlap the other calls; inactive means above about -39%
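Human foreskin fibroblasts infected with luciferase-reporter HCMV at MOI 1 PFU/cell, compounds at two doses. Luciferase measured 72 h post infection; normalized to buffer-only basal and Salinomycin (10uM) controls.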
AMA1 RON2 block: qHTS for Inhibitors of AMA1-RON; Towards Development of Antimalarial Drug Lead: Primary Screen | Plasmodium falciparum AMA1 (3D7) - RON2 peptide interaction | AlphaScreen AMA1-biotinylated RON2 peptide binding | Potency, µM (top dose mostly 58.2 µM), inactives show at the highest dose activity change, negative = inhibition, hits mostly inhibitors | 0.2% of 360,000 active;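 further: potency means the concentration at half of the fitted maximal effect; 0% = vehicle wells and -100% = peptide control; nearly all actives have a fitted effect of over 45% in size; some results filed as inactive show a strong effect at the top dose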
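AMA1 (3D7) with his tag at 25 nM final met compounds first, then biotinylated RON2 peptide at 25 nM; detection used donor plus acceptor beads, 10 µg/mL apiece, read by AlphaScreen after 30 min at room temperature.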
Giardia FBPA inh: qHTS Assay for Inhibitors of Fructose-1,6-bisphosphate Aldolase from Giardia Lamblia; purified Giardia FBPA; Potency, µM (series often up to 59.6 µM), for the others: at the highest dose activity, negative = inhibition, usual class: inhibitors; 0.71% of 290,000 active; AID 2451, 2010; further: potency means the concentration at half of the fitted maximal effect; nearly all actives have a fitted effect of over 55% in size
Target sequence (A8B2U2 whole entry, looked up): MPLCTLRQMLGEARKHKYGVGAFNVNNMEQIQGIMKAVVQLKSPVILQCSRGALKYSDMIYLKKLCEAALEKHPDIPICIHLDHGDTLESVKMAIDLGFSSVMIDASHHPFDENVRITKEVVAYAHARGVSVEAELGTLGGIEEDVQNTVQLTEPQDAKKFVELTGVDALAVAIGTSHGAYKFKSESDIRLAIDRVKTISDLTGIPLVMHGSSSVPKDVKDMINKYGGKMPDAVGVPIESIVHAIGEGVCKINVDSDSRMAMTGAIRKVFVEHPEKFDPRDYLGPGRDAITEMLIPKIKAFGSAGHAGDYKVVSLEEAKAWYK
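Giardia FBPA (40 nM reagent) was preincubated 10 min at RT with compound (up to 57.5 uM final), then substrate plus GAPDH/TPI/NAD/arsenate coupling system with diaphorase/resazurin was added; resorufin fluorescence (525/598 nm) was read after 20 min.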
Sm TGR block: qHTS Assay for the Inhibitors of Schistosoma Mansoni Peroxiredoxins; Potency, µM (top dose mostly 114 µM), inactives show top-dose activity change, negative = inhibition, hits mostly inhibitors; Schistosoma mansoni thioredoxin glutathione reductase (TGR), Q962Y6; 3% of 360,000 active; purified TGR, DTNB reduction, TNB absorbance 405 nm; further: potency means the concentration at half of the fitted maximal effect; nearly all actives have a fitted effect of over 60% in size
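First, TGR (20 nM dispensed) and NADPH were mixed with compound. Second, a 15 min room-temperature incubation followed. Third, further NADPH and then DTNB were added to start the reaction. Finally, TNB absorbance was monitored kinetically.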
AmpC inh no detg: qHTS Inhibitors of AmpC Beta-Lactamase (assay without detergent) | P00811 | AmpC nitrocefin hydrolysis, absorbance 480 nm, 0.0001% Triton | Potency, µM (highest dose often 57.1 µM), for inactives: at the top dose activity change, negative = inhibition, hits mostly inhibitors | 0.52% of 330,000 active;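 further: potency means the concentration at half of the fitted maximal effect; plate controls were no compound for no effect and no enzyme for full effect; nearly all actives have a fitted effect of over 20% in size; some results filed as inactive show a strong effect at the top dose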
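AmpC (5.3 nM in the dispensed reagent) in 20 mM phosphate pH 7.0 with 0.01% (detergent screen) or 0.0001% Triton X-100 was preincubated with compounds for 15 min at room temperature. Nitrocefin was then added from an 800 uM solution, and hydrolysis was followed at 480 nm.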
The depositor's hits bear a star; ? = inconclusive; . = no result given; & = joins results of further samples; [ ] = dose if it differs, or a comment. Unless noted, the call rests on the fitted dose curve; in most records, active means well fitted curve in the direction sought with a large enough effect; inconclusive means small, poorly fitted or top-dose-only effect, or another doubt; inactive means no such curve, though single readings can be large; an effect the other way counts as inactive or inconclusive. Unless noted, on the % scale 0 is the no-effect control and ±100 the full control effect.

SMILES	AmpC inh detg	HCMV antiviral	AMA1 RON2 block	Giardia FBPA inh	Sm TGR block	AmpC inh no detg
COc1cccc2[nH]c(C(=O)NCC3CCCO3)cc12 (stereo unspecified)	-4.0%	94.4	0.0%	?	3.8%	-6.6%
COCc1c(C#N)c(NCCc2ccccc2)nc(C)c1[N+](=O)[O-]	6.8%	75.2	-17.8%	-9.9%	7.4%	-25.6%
CC(C)Oc1ccc(S(=O)(=O)N2CCOCC2)cc1NC(=O)Cc1ccsc1	.	-26.9	-24.6%	.	.	28.1%
O=C(NCCC1CCCCN1S(=O)(=O)c1cccs1)C(=O)Nc1ccc(F)cc1 (stereo unspecified)	?	-5.4	-8.6%	.	-3.2%	-3.3%
CN(C)S(=O)(=O)c1cc(C(=O)NCc2ccccc2)c(Cl)cc1Cl	-3.5%	3.2	-0.3%	4.9%	5.5%	-29.4%
O=S(=O)(Nc1ccc(-c2ccc(N3CCCC3)nn2)cc1)c1cc(F)ccc1F	12.4%	-20.1	.	.	-6.0%	.
[O-]/C(=C(\C(=S)NCc1ccccc1)[n+]1ccccc1)c1ccc(Cl)s1	3.8%	5.0	3.9%	-24.2%	-12.9%	-28.8%
CCc1cc(C(=O)OC)c(NC(=O)CC2SC(=NC)N(C)C2=O)s1 (stereo unspecified)	-7.5%	10.1	10.3%	-2.4%	.	6.8%
Cc1ccc2c(COC(=O)C3=COCCO3)cc(=O)oc2c1	5.8%	59.9	0.0%	4.8%	8.7%[11.4 µM]	-0.5%
COC(=O)C1CCN(Cc2ccc(C)cc2)CC1	1.6%	-5.3	-0.1%	5.7%	2.7%	-10.9%
COc1ccc(-n2c(Cc3cccn3C)nnc2SCC(=O)Nc2ccccc2OC)cc1	-5.5%	-3.5	21.0%	-1.6%	-19.8%	86.5%[activator]
Cc1c2cnn(-c3ccccc3)c(=O)c2c(C)n1C(C)C(=O)Nc1ccc(Br)cc1F (stereo unspecified)	0.5%	-30.3	.	.	-0.6%	.
O=C(NCCC(c1ccccc1)c1ccccc1)c1cnc2sccn2c1=O	-6.1%	-22.2	-2.7%	1.1%	-7.3%	-8.5%
CC(C)(C)c1cc(C(=O)NNC(=O)Nc2ccccc2)n(Cc2ccccc2)n1	5.5%	-7.1	79.0%[activator]	1.9%	27.2%	-39.2%
O=C(NCc1ccccc1)C1=C[C@H](c2coc3ccccc3c2=O)C[C@H](OCCCCO)O1	7.9%	-17.8	2.0%	6.3%	-17.4%	79.9%[activator]
Cn1c(-c2ccc(Cl)cc2)cnc1NCc1cc2c(cc1[N+](=O)[O-])OCO2	-12.8%	-25.7	?	-25.9%	-5.6%	-34.5%
CCc1ccc(NS(=O)(=O)c2ccc(C(=O)N(C)C)s2)cc1	3.0%	-23.3	.	.	-4.1%	.
Cc1sc2ncnc(SC(C)C(=O)N3c4ccccc4Sc4ccccc43)c2c1C (stereo unspecified)	0.6%	?	-15.6%	0.3%	-0.2%	-28.1%
COc1ccccc1C(=O)NNC(=O)CN1C(=O)c2ccccc2C1=O	2.4%	32.2	77.9%[activator]	-20.5%	2.4%	-21.0%
Cc1cc(C(=O)N2CCN(c3cccc(Cl)c3)CC2)c2c(C)nn(-c3ccccc3Cl)c2n1	10.0%	?	.	.	11.4%	.
C[C@@H](C(=O)Nc1ccc2c(c1)OCCO2)n1nnc2ccccc2c1=O	-1.1%	43.3	-5.1%	-14.4%	0.9%	-6.2%
CCC1(CC)NC(=O)N(CC(=O)Nc2ccc(C)cc2C)C1=O	.	-7.5	0.0%	.	.	-18.4%
CCCCOC(=O)Nc1nc(CC(=O)OCC)cs1	-9.0%	25.2	4.5%	4.3%	-5.3%	-14.3%
O=S(=O)(NC1=NCCCCC1)c1ccc(F)cc1F	.	-19.8	1.3%[11.6 µM]	.	.	-7.7%
COc1ccc(NS(=O)(=O)c2ccc(NS(C)(=O)=O)cc2)cc1	-2.5%	-37.7	0.0%	19.9%	3.2%	-13.5%
CCOc1ccc(/C(O)=C2/C(=O)C(=O)N(CC3CCCO3)C2c2ccc(C)o2)cc1 (stereo unspecified)	4.9%	-13.9	-4.5%	-3.5%	-29.6%	-16.4%
O=C(Nc1ccccc1Cl)c1cc(S(=O)(=O)N2CCOCC2)cs1	3.3%	-27.6	14.1%	4.6%	22.6%	-7.3%
Cc1cccc(NC(=S)NC(C)CCc2ccccc2)c1 (stereo unspecified)	-0.2%	-26.8	8.3%	2.3%	-8.0%	-21.2%
CCOc1cc(N2CCOCC2)c(OCC)cc1NC(C)C(=O)N1CCC(C)CC1 (stereo unspecified)	3.2%	-30.0	-17.3%	?	-13.9%	50.0%
Cc1ccc(C(=O)N2CC(=O)Nc3ccc(F)cc3C2c2ccccc2)cc1 (stereo unspecified)	-3.2%	-7.4	-5.0%	13.5%	4.2%	-4.7%
Cc1ccc(C)c(CSCC(=O)NCc2cccs2)c1	-0.8%	-6.0	-7.2%	0.4%	-9.3%	-9.5%
Cc1ccc2oc(=O)c(/C=C(\O)c3ccco3)nc2c1	4.3%	-16.5	43.5%[activator]	19.9µM*	?	-20.1%
COC(=O)c1c(NC(=O)CS(=O)(=O)c2ccc(C)cc2)sc2c1CCCC2	-5.1%	0.0	.	.	0.4%	.
O=C(CN(C(=O)c1csnn1)c1cccc2ccccc12)NCc1ccc(F)cc1	?	-32.4	-11.5%	6.4%	-3.4%	-13.8%
Cc1cc(C(=O)CSC(C)c2nc3ccccc3c(=O)[nH]2)c(C)n1C (stereo unspecified)	?	5.5	0.8%	-22.5%	-20.8%	-12.5%
O=C(Nc1ccccc1C(=O)N1CCN(Cc2ccccc2)CC1)c1ccc(F)cc1	-10.0%	0.4	-0.7%	.	-20.1%	34.6%
CCc1cccc2c(C(=O)CN3C(=O)NC4(CCCCCC4)C3=O)c[nH]c12	2.0%	-86.6*	9.7%[11.6 µM]	.	-10.1%	-18.9%
COc1ccc(F)cc1C(=O)C1CCCN(Cc2c(C)n(C)n(-c3ccccc3)c2=O)C1 (stereo unspecified)	3.7%	-15.6	-11.1%	0.6%	36.0%	19.3%
COc1ccc(C(=O)NCC(=O)OCc2cccc(Br)c2)cc1	-9.4%	-14.0	7.8%	0.6%	-16.6%	-22.5%
CC(=O)ON1C(C)(C)CC(OC(=O)c2ccccc2)CC1(C)C	-8.4%	-13.8	-6.8%	3.5%	2.8%	28.2%
O=C(O)CSC1c2ccccc2C(=O)N1Cc1ccccc1 (stereo unspecified)	-8.1%	-29.6	-9.4%	13.7%	2.8%	-13.7%
O=C(COC(=O)C1CCCCC1)Nc1ccc(S(=O)(=O)N2CCOCC2)cc1	?	-23.7	22.6%	-1.3%	-4.9%	-1.6%
COc1ccc(C)cc1NC(=O)c1ccc2c(c1)nnn2C1CCCC1	1.8%	?	.	.	-3.0%	.
COCc1nnc(NC(=O)C2CC(=O)N(c3ccc(C)c(Cl)c3)C2)s1 (stereo unspecified)	-13.5%	1.4	-9.0%	.	-4.0%	-2.2%
ON(Cc1c(F)cccc1Cl)Cc1c(F)cccc1Cl	-7.5%	-12.2	3.2%	3.8%	-0.3%	-14.8%
COc1cc(OC)c(C2SCCCS2)cc1OC	?	15.4	-13.1%	-10.4%	0.2%	-35.3%
O=C(CN1CCN(c2ccc(O)cc2)CC1)Nc1ccc(-c2ccccc2)cc1	-7.2%	-18.8	-19.6%	-21.7%	?	36.5%
CCOC(=O)c1ccc(N2C(=O)CC(N(C)CCc3ccc(OC)c(OC)c3)C2=O)cc1 (stereo unspecified)	-0.1%	44.3	4.3%	-6.3%	44.7µM*	122.3%[activator]
Nc1nc(SCc2ccc(Br)cc2)[nH]c(=O)c1-c1ccccc1	-5.0%	-30.2	0.0%	9.1%	12.5%	-5.7%
Cc1ccc(-n2nc3c(c2NC(=O)c2ccc(S(=O)(=O)N4CCOCC4)cc2)CSC3)c(C)c1	-1.2%	.	-0.1%	-4.4%	1.4%	2.9%

Going on with the list.
SMILES	AmpC inh detg	HCMV antiviral	AMA1 RON2 block	Giardia FBPA inh	Sm TGR block	AmpC inh no detg
O=C(c1sc2cc([N+](=O)[O-])ccc2c1Cl)N1CCCCC1	-10.5%	-22.5	-11.3%	-3.5%	-15.8%	-19.0%
Cc1nn(-c2ccccc2)c2c1N(CCCC(=O)NCc1ccc(Cl)cc1)C(=O)CS2	22.7%	-11.0	.	.	8.2%	.
CSCC[C@H](NC(=O)NCc1ccc(F)cc1)C(=O)O	-14.6%	-20.6	-1.9%	11.6%	2.5%	8.3%
CC(C)CN=Cc1c(O)c([N+](=O)[O-])cc2oc3c(c12)CCCC3	-10.3%	12.3	12.6%	?	-3.5%	-15.5%
CN(CC(=O)Nc1cccc(F)c1)C(=O)c1cccnc1Sc1ccccc1Cl	?	-11.1	-15.3%	.	0.6%	-16.1%
CSc1nc(-c2ccccc2F)c(C#N)c(=O)n1C	?	-3.8	5.0%	8.7%	-0.3%	-19.2%
CCC(=O)c1ccc(OCC(O)Cn2nc(C)c(C(C)=O)c2C)cc1 (stereo unspecified)	10.5%	-74.9*	-3.6%	-0.1%	.	-4.5%
CCCCn1c(SCC(=O)Nc2cc(C)on2)nc2ccccc2c1=O	5.4%	-20.8	4.3%	9.0%	-2.4%	-19.5%
Cc1cccc(NC(=O)c2nc[nH]c2C(=O)Nc2cccc(C)c2)c1	6.6%	?	37.8%[activator]	-10.5%	-2.2%	-9.3%
CCCc1cc(C(=O)NCc2cccnc2)no1	-13.8%	45.4	-3.4%	0.6%	0.0%	-8.1%
CC1=C[C@H](C)[C@H](c2c(F)cccc2Cl)CC1=O	-5.8%	.	-4.0%	5.3%&-4.6%	-1.0%	-19.4%
CC(=O)Nc1ccccc1C(=O)C(=O)Nc1ccc(F)c(Cl)c1	-2.2%	58.7	5.9%	-6.5%	0.5%	-12.5%
O=C1CSC(=Nc2ccc(O)cc2)N1	0.0%	24.7	8.8%	3.4%	10.1%	4.3%
